PREPL inhibitor = human PREPL enzyme inhibition; 0.68% of 320,000 active; inhibition, % at 5.96 µM; recombinant PREPL, fluorescence polarization activity-based probe; in the data active means inhibition above about 43%;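 further: 0% = enzyme with DMSO and 100% = wells lacking enzyme; many of its hits are not listed in these tables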
Target sequence (Q4J6C6 whole entry, looked up): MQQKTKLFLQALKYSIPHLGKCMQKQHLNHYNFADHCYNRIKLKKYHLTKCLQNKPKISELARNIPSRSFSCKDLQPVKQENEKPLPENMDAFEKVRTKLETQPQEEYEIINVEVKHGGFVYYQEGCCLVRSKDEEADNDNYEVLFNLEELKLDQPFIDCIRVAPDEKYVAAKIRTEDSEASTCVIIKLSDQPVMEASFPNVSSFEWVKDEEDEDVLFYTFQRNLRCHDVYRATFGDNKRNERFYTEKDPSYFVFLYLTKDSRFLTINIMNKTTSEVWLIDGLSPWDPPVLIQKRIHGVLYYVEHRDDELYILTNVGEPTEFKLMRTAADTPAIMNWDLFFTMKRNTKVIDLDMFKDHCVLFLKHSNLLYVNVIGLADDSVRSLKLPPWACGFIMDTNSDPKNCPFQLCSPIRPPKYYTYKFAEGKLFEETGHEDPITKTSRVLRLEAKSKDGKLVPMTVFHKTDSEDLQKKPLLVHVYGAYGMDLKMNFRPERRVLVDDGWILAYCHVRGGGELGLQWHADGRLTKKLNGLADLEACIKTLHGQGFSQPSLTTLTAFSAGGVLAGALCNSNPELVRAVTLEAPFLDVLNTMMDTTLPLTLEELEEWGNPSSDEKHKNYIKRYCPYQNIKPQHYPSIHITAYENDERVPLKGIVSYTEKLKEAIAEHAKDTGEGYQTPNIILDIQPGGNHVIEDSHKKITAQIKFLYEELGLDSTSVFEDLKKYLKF
EBNA-1 inhibitor = blocks EBNA-1 binding to DNA. AID 1950. EBNA-1 DNA binding, fluorescence polarization. inhibition, % at 14.8 µM. 0.34% of 300,000 active; in the data active means inhibition above about 28%
ZTA DNA inh = counter-screen for EBNA-1 inhibitors: inhibitors of Epstein-Barr virus ZTA. P03206. ZTA-DNA binding, fluorescence polarization. inhibition, % at 11 µM. 0.15% of 320,000 active. AID 2234; in the data active means inhibition above about 33%
PAD4 FP inh = PAD4 (human) enzyme inhibition. AID 485272. 0.41% of 330,000 active. Q9UM07. recombinant PAD4, RCA probe fluorescence polarization. inhibition, % at 6.36 µM;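 active means percent inhibition above a cutoff equal to the mean of all tested compounds plus 3 SD, cut at about 15% in these data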;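 further: 0% = PAD4 with RCA probe and DMSO and 100% = probe without PAD4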
LYPLA2 inh = blocks human lysophospholipase 2, a PME1 counter-screen. 0.38% of 320,000 active. inhibition, % at 5.9 µM. recombinant LYPLA2, FP-Rh probe fluorescence polarization. AID 2177. O95372;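 active means inhibition above the screen-wide mean plus 3 SD, limit set per campaign, cut at about 26% in these data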;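 further: 0% = LYPLA2 with DMSO and 100% = wells lacking LYPLA2 enzyme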
LYPLA1 counter = LYPLA1 (human) inhibition in PME1 counter-screen | recombinant LYPLA1, FP-Rh probe fluorescence polarization | inhibition, % at 5.9 µM | 0.16% of 320,000 active | AID 2174;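 active means inhibition above the mean of all tested compounds plus 3 SD, set per campaign, cut at about 14% in these data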;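 further: inhibitors block serine hydrolase probe labeling of LYPLA1 so polarization falls; 0% = enzyme with DMSO and 100% = wells lacking LYPLA1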
Target sequence (O75608 whole entry, looked up): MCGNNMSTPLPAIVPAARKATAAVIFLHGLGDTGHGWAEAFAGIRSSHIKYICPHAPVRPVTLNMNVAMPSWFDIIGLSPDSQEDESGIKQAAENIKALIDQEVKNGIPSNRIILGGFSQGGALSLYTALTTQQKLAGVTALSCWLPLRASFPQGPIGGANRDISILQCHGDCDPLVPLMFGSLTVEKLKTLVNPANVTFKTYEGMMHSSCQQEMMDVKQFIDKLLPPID
PAFAH2 FP inh = inhibitors of human PAFAH2 | Q99487 | recombinant PAFAH2, FP-rhodamine activity probe, fluorescence polarization | inhibition, % at 3.39 µM | 0.99% of 340,000 active;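 active means inhibition above the mean over all tested compounds plus 3 SD, cut at about 30% in these data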;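 further: inhibitors block probe labeling of enzyme so polarization drops; 0% = enzyme with DMSO and 100% = wells lacking PAFAH2 protein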
PAFAH1B3 inh = inhibitors of human PAFAH1B3; recombinant PAFAH1B3, FP-rhodamine probe, fluorescence polarization; 0.28% of 340,000 active; Q15102; inhibition, % at 3.39 µM; AID 492972;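 active means inhibition above the screen-wide average of all tested compounds plus 3 SD, cut at about 25% in these data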;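 further: 0% = enzyme with DMSO only and 100% = wells lacking PAFAH1B3 protein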
GSTO1 inh = blocks human GSTO1 in RBBP9 counter-screen; AID 1974; recombinant GSTO1, activity-based probe fluorescence polarization; inhibition, % at 5.96 µM; 1.1% of 300,000 active; P78417;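 active means inhibition above the campaign mean inhibition plus 3 SD, cut at about 35% in these data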;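 further: 0% = GSTO1-1 with DMSO and 100% = wells lacking GSTO1-1 enzyme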
* hit, by the source's call; . = not tested or not shown. Only part of the results is shown; count on the stated rates, not on these rows.

SMILES	PREPL inhibitor	EBNA-1 inhibitor	ZTA DNA inh	PAD4 FP inh	LYPLA2 inh	LYPLA1 counter	PAFAH2 FP inh	PAFAH1B3 inh	GSTO1 inh
COc1ccc(N2CCN(C(CNS(=O)(=O)c3ccc(C)cc3)c3ccccc3)CC2)cc1 (stereo unspecified)	25	.	.	1	.	.	-1	8	.
Nc1nc(SCc2ccccc2Cl)nc2nc3c(cc12)CCCC3	15	2	-6	-4	3	-4	-3	-6	2
C=CCC1(CC=C)CCCN1C(=O)c1cc(COc2cncc(Cl)c2)on1	-2	7	-3	5	9	-1	3	8	1
O=C(NCCN1C(=O)S/C(=C\c2ccccc2)C1=O)c1cc(S(=O)(=O)N2CCOCC2)c(Cl)cc1Cl	13	2	-12	-1	-1	-7	-2	-6	8
NS(=O)(=O)c1ccc(-c2ccc(C=NC3CCS(=O)(=O)C3)o2)cc1 (stereo unspecified)	8	-2	7	-1	3	-1	7	6	-2
Cc1ccnc(NS(=O)(=O)c2ccc(N3C(=O)c4c(Cl)c(Cl)c(Cl)c(Cl)c4C3=O)cc2)n1	3	5	22	-1	7	-3	5	-2	5
CCOCCCNC(=O)c1ccc2c(c1)N=C(CC)c1cc(Br)ccc1S2	1	1	7	0	-1	-5	-5	-2	-2
CCCC(C(=O)NC(C)(C)C)N(Cc1ccc(F)cc1)C(=O)c1snc(C(N)=O)c1N (stereo unspecified)	-7	-7	-3	-1	1	-3	-5	-6	7
CCCCCCc1cc2cc(C(=O)Nc3ccccc3)c(=O)oc2cc1O	4	8	19	1	-1	-1	-1	1	5
CN(CC(=O)N1CCCC1)S(=O)(=O)c1cccc(Cl)c1	-11	-2	-5	0	-1	-1	0	9	-3
COc1ccc(C)cc1NC(=O)CSc1nnc(CC(=O)Nc2ccccc2F)n1C	14	12	0	-3	5	3	3	-4	7
COc1ccc2c(c1)CC[C@@H]1[C@@H]2CC[C@]2(C)[C@@H](C(=O)O)C[C@@H]12	0	2	3	-2	3	-3	4	4	7
COc1ccc(CCNC(=O)C2CCN(C(=O)c3ccc(Cl)cc3)CC2)cc1	-4	-3	-14	4	8	3	0	9	2
Cc1ccc(S(=O)(=O)N2CCOCC2)cc1NC(=O)CN1C(=O)NC2(CCCC2)C1=O	0	.	.	-2	.	.	2	7	.
CCCN1CCN(CCCNC(=O)Cn2nc(-c3ccc(Cl)cc3)ccc2=O)CC1	17	18	-3	2	5	3	9	11	4
S=C(NCC1CCCO1)N1CCc2ccccc2C1 (stereo unspecified)	4	-17	-17	-6	-2	2	3	7	-2
COc1cc(C#Cc2ccc3cc(CCCO)oc(=O)c3c2)cc(OC)c1	-4	.	16	-6	-3	-10	-15	2	.
O=C(NC1CCCCC1)C1CCCN1C(=O)NCc1ccccc1 (stereo unspecified)	6	-5	-11	-7	0	0	-10	2	-5
Nc1ncn([C@@H]2O[C@H](CO)[C@@H](O)[C@H]2O)c(=O)n1	3	1	17	0	-1	0	-12	18	1
CC(C)(C)c1ccc(C(=O)c2c[nH]c(C(=O)NCCCN3CCOCC3)c2)cc1	2	-14	2	-6	3	-2	-2	6	4
Cc1c(NS(=O)(=O)c2cc(C(=O)O)ccc2Cl)c(=O)n(-c2ccccc2)n1C	3	-3	-21	-4	-2	5	-6	-3	2
Brc1cccc(CN2CCCCCCC2)c1	0	3	11	0	1	0	-5	-1	-6
Cn1nc(C(C)(C)C)cc1C(=O)Sc1cccc(Br)c1	3	1	-6	7	6	2	4	11	-5
Cc1ccc(NS(=O)(=O)c2ccc(-c3ccc(=O)[nH]n3)o2)cc1Cl	-1	6	2	-2	5	11	7	-2	2
O=[N+]([O-])c1ccc(OCCO)c(P(=O)(c2ccccc2)c2ccccc2)c1	5	-2	-8	2	-2	0	-5	3	-1
CN1CCN(Cc2cc(COCc3ccccc3)c3cccnc3c2O)CC1	47*	0	10	1	6	3	11	12	-5
Cc1ccccc1N1CCN(C(=O)c2ccccc2NC(=O)c2ccccc2C(=O)O)CC1	5	-19	-6	-3	-4	2	-4	4	4
Cc1ccccc1N1CCN(CCC(=O)Nc2ccc(F)cc2)CC1	3	6	10	-8	-1	1	0	3	5
CCc1nnc(NC(=O)c2cc(-c3cccnc3)nc3ccccc23)s1	1	5	15	-1	0	-8	7	9	-13
CCOC(=O)c1c(C)[nH]c(C)c1C(=O)COC(=O)Cc1n[nH]c(=O)c2ccccc12	13	.	.	-8	.	.	-10	-2	.
O=C(NCc1cccnc1)c1cccn1-c1ncc(C(F)(F)F)cc1Cl	-3	-1	1	-4	-3	-3	5	7	-2
CC(=O)c1ccc(NC(=S)N2CCCC(CO)C2)cc1 (stereo unspecified)	9	-13	-18	3	-1	0	-8	-1	2
Cc1nn(CC(=O)Nc2ccccn2)c(=O)c2ccccc12	1	-11	-7	3	-4	0	1	-5	6
CCOC(=O)C1=C(C(F)(F)F)Nc2ncnn2C1c1ccc(OC)cc1OC (stereo unspecified)	1	-1	0	-1	1	0	11	5	4
COc1cccc(NC(=O)[C@H](NC(=O)[C@@H]2Cc3ccccc3CN2)c2ccccc2)c1	8	-7	-2	-5	-7	-2	-8	1	1
COc1ccc(Nc2cc(C)nc(-n3nc(C)cc3C)n2)cc1	5	-7	-14	-1	-1	0	3	6	-8
Cc1ccc(N2C(=O)C3CC(c4ccccc4)=C4C5C=CC(C6C(=O)N(c7ccc(C)cc7)C(=O)C56)C4C3C2=O)cc1 (stereo unspecified)	-5	10	10	-1	11	-1	-2	-2	3
O=C(NC(=S)NCCO)c1sc2ccccc2c1Cl	-11	0	3	3	-1	-2	3	15	-1
COc1ccc2[nH]c(=O)c(CN(Cc3cccnc3)S(=O)(=O)c3ccccc3F)cc2c1	7	1	-5	9	2	-1	9	15	4
Cc1ccc(NC(=O)CS(=O)CC(=O)Nc2ccccc2-c2ccc(C)o2)cc1 (stereo unspecified)	11	-3	-5	17*	41*	33*	-5	4	31
Cc1ccc(S(=O)(=O)/N=S(\C)CC2CC2(Cl)Cl)cc1 (stereo unspecified)	-1	-3	-6	-5	0	1	3	0	-3
CCOc1cc(CNCC(C)C)c(Cl)cc1OCC(=O)Nc1ccccc1	8	-4	-14	1	1	-1	-3	-1	4
CCc1nnc(NC(=O)CSc2nnc3c4ccccc4n(C)c3n2)s1	-1	0	11	-7	-1	0	2	2	8
O=C(NCCCn1ccnc1)c1ccc(Cl)c(Cl)c1	1	-1	3	-1	-3	-6	-7	0	8
FC(F)(F)c1ccc(CN2CCCCCC2)cc1	2	8	6	-1	0	0	-2	4	-4
Cc1ccc(NC(=O)N2CCCC2C(=O)Nc2nnc(C(C)C)s2)cc1 (stereo unspecified)	-14	6	0	3	0	-4	-9	4	4
O=C(Cc1cccs1)NCCc1ccc(Cl)cc1	-1	4	10	-2	5	-1	3	6	1
CC(=O)NC1(C(=O)O)CCCC1	-12	-8	5	-4	-1	3	-7	6	-5
CCOC(=O)N/N=C(/C)c1cccc(-n2cnnn2)c1	9	-8	-16	4	-3	-4	-7	7	-2
CC(C)NS(=O)(=O)c1ccc(OCC(=O)NCc2ccccc2)cc1	0	2	-1	-4	2	1	-3	-2	7
CC(=O)Nc1ccc(C(=O)N(C)C(C(=O)Nc2ccccc2)c2ccccn2)cc1 (stereo unspecified)	-2	-2	5	-3	2	0	-5	2	-2
Cc1nn(Cc2ccccc2)c2c1C(c1cccc(Cl)c1)C(C#N)=C(N)O2 (stereo unspecified)	-2	-3	-4	-1	2	-3	4	10	6
O=C(c1ccccc1)N1CCN(Cc2cccc(Oc3ccccc3)c2)CC1	5	-2	0	-1	5	2	-8	4	1
Cc1ccc(-c2noc(CCC(=O)N3CCCC3)n2)cc1	-1	-6	-4	-3	2	0	-6	4	1
CCOC(=O)c1cnc(SC)nc1Sc1ccccc1	-2	-5	8	-6	0	-1	6	11	8
COc1ccc(OCCC(=O)OCC(=O)NC2CCCCC2)cc1	17	.	.	1	.	.	-6	9	.
C=C(C)COc1ccc(-c2[nH]ncc2Oc2ccccc2OC)c(O)c1	7	-3	-3	2	-12	-7	2	3	-4
O=C(CSc1n[nH]c(-c2ccccc2)n1)NC1CCCCC1	-5	2	14	-2	-2	1	3	2	1
Cc1ccc(NC(=O)c2c(-c3c(F)cccc3Cl)noc2C)cc1F	-2	-6	3	0	-6	-4	20	7	2
C=CCc1cccc2cc(C(=O)N3CCN(C(=O)c4ccccc4)CC3)c(=O)oc12	10	-7	-9	3	8	0	-2	-4	7

The list goes on (3 carried over from the part before).
SMILES	PREPL inhibitor	EBNA-1 inhibitor	ZTA DNA inh	PAD4 FP inh	LYPLA2 inh	LYPLA1 counter	PAFAH2 FP inh	PAFAH1B3 inh	GSTO1 inh
O=C(CSc1n[nH]c(-c2ccccc2)n1)NC1CCCCC1	-5	2	14	-2	-2	1	3	2	1
Cc1ccc(NC(=O)c2c(-c3c(F)cccc3Cl)noc2C)cc1F	-2	-6	3	0	-6	-4	20	7	2
C=CCc1cccc2cc(C(=O)N3CCN(C(=O)c4ccccc4)CC3)c(=O)oc12	10	-7	-9	3	8	0	-2	-4	7
COc1ccc(S(=O)(=O)N2CCCC(C(=O)NC3CC3)C2)cc1Cl (stereo unspecified)	6	16	20	3	1	-1	4	4	5
Cc1cc(N2CCN(c3cccc(C(F)(F)F)c3)CC2)n2ncnc2n1	3	8	15	0	-2	1	4	4	-1
CC(Sc1ccccc1)C(=O)Nc1ccc(N2CCOCC2)cc1 (stereo unspecified)	37	-1	-3	3	-2	-4	6	12	7
CN(C)S(=O)(=O)Nc1ccc(NS(=O)(=O)N(C)C)c(S(=O)(=O)c2ccccc2)c1	5	-15	6	-8	-1	-5	7	12	1
O=c1[nH]cnc2cc(Cl)ccc12	5	12	-19	0	1	0	-2	-3	7
CCOc1ccc(NC(=O)CN(C)C(=O)C2CC(=O)N(CCc3ccccc3)C2)cc1OCC (stereo unspecified)	4	8	2	-3	2	1	-3	6	2
CCn1c(C(C)NS(=O)(=O)c2ccc(Cl)cc2)n[nH]c1=S (stereo unspecified)	5	-1	1	0	1	-4	0	8	7
CSc1ccc(CN(C)C(=O)COc2ccc(C(=O)c3ccccc3)cc2)cc1	-1	-7	12	-1	5	0	-14	-2	5
CC(=O)Nc1ccc2c3c(cccc13)CC2	-5	-16	0	-5	0	-2	7	13	-5
Cc1ccc(C)c(OCc2cc(C(=O)NC(c3ccccn3)C(F)(F)F)no2)c1 (stereo unspecified)	-3	1	-9	0	-1	-2	5	-6	8
Cn1nc(C(=O)NC2CCCCCC2)ccc1=O	16	7	-15	0	8	0	7	1	3
CCOC(=O)C1=C(N)N2C(=O)C(C)SC2=C(C(=O)OCC)C1c1ccc(O)cc1 (stereo unspecified)	-2	10	-1	3	2	0	2	0	-1
O=C(NN=C1CCCCCCCCCCC1)c1ccccc1F	-1	0	8	-1	4	-2	0	2	1
CCC1CCCCN1CCCNC(=O)C1CCN(c2nnc(-n3cccc3)s2)CC1 (stereo unspecified)	31	8	-3	3	0	1	4	0	2
O=c1c(Cc2ccccc2O)c(O)nc2n1CCCS2	-9	3	0	4	-1	-2	2	0	-3
Cc1cc(NC(=O)CSc2nnc(-c3ccncc3)n2C)n(-c2ccccc2)n1	-10	-13	1	-4	6	0	-2	7	15
COC(=O)C1=CN(C)C=C(C(=O)OC)C1c1ccc(O)c(OC)c1	-9	-2	-11	5	8	6	-3	7	0
O=C(COC(=O)c1ccc2[nH]c3c(c2c1)CCCC3)Nc1ccccc1	16	4	-12	-6	-12	-13	77*	-2	2
Cc1noc(C)c1S(=O)(=O)Nc1ccccc1OC(F)(F)F	-3	12	6	-1	5	-4	7	-2	0
Cc1cccc(NCCC(=O)c2ccc(Br)cc2)c1	-4	-3	-11	-5	-10	-5	1	8	-4
